ROC1-CUL1 inh: inhibitors of human ROC1-CUL1 ubiquitin ligase activity; in vitro K48 di-Ub FRET, acceptor:donor ratio, 45 min; E3 ubiquitin-protein ligase RBX1 (Homo sapiens) + Cullin-1 (Homo sapiens), P62877+Q13616; actives 0.6% (n = 140,000); inhibition, % at 10 µM; AID 1347404, 2020; in the data active = inhibition above about 25%
Target sequence (P62877 whole entry, looked up): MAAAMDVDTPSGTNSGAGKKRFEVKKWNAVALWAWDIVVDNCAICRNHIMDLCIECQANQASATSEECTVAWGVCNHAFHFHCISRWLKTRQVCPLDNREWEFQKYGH
Target sequence (Q13616 whole entry, looked up): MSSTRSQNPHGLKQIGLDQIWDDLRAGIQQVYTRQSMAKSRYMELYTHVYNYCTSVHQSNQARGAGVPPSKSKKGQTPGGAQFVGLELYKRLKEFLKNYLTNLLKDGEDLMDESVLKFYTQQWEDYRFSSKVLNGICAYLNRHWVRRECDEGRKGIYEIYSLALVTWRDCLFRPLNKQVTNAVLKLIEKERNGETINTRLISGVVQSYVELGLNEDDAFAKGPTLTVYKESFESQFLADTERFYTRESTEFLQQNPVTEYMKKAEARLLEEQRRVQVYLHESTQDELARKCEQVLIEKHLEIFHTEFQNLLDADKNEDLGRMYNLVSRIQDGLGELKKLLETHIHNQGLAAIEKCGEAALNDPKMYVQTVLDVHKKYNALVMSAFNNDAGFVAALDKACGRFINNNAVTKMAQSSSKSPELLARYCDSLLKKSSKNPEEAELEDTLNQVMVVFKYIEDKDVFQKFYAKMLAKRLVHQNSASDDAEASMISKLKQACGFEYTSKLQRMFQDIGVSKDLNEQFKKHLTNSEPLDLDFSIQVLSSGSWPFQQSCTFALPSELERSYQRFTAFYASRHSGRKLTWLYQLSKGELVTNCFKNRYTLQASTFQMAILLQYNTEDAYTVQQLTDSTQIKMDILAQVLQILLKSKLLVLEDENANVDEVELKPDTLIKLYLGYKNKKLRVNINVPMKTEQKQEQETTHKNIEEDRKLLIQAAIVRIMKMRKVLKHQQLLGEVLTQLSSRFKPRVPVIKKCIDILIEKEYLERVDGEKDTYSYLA
The depositor's hits bear a star.

# | compound | ROC1-CUL1 inh
1 | Cc1ccc(NC(=O)CCN2C(=O)c3ccccc3Sc3ncccc32)c(Cl)c1 | 3
2 | CCOC(=O)N1CCN(Cc2ccc3c(c2)CN(C(=O)CSc2nncn2C)CCO3)CC1 | 1
3 | Cc1ccc(O)c(NC(=O)CSc2ccc(Cl)cc2)c1 | -11
4 | N#CC1C(=N)Oc2nc[nH]c(=O)c2C1c1ccsc1 (stereo not given) | -6
5 | O=[N+]([O-])c1ccc2nc3c4ccccc4n(CCCN4CCCCC4)c3cc2c1 | -4
6 | CC(=O)N1c2ccccc2CC1C(=O)NCc1cccc(Cl)c1 (stereo not given) | -9
7 | O=C(COc1ccccc1Cl)Nc1ccc(Cl)cc1Cl | -8
8 | CCCCCSc1nnc2c(n1)OC(c1ccc3c(c1)OCO3)N(C(C)=O)c1ccccc1-2 (stereo not given) | 3
9 | CC(C)(C)c1ccc(C(C)(C)C)c(Oc2ccc([N+](=O)[O-])c(C(=O)c3ccccc3)c2)c1 | -2
10 | O=C(CC(Sc1ccc(Cl)cc1Cl)c1ccccc1)c1ccccc1 (stereo not given) | -3
11 | COCCNC(=O)c1ccc(CSc2nc3ccncc3n2Cc2ccccc2)cc1 | -5
12 | O=C(OCc1ccco1)C1c2ccccc2Oc2ccccc21 | -3
13 | N#CC(c1ccccc1)C1CCN(Cc2ccccc2)CC1 (stereo not given) | 3
14 | CC(C)(C)OC(=O)N1CCC(c2c(C(=O)Nc3ccc4c(c3)OCO4)cnn2-c2ccc(F)cc2F)CC1 | -2
15 | O=C(CCN1CCCCO1)N1CCCC(CCc2ccccc2F)C1 (stereo not given) | -5
16 | Cn1c(=O)n(C)c2cc(S(=O)(=O)N3CCOCC3)c(Cl)cc21 | 11
17 | CCOC(=O)c1c(NC(C)=O)sc2c1CCCCC2 | 6
18 | COc1ccccc1C1C2=C(N=c3s/c(=C/c4cccc(OCC(=O)O)c4)c(=O)n31)c1ccccc1CC2 (stereo not given) | 30*
19 | CCC(C(=O)N1CCN(c2ccccc2)CC1)n1nc(C)n2c(cc3sccc32)c1=O (stereo not given) | 1
20 | COc1ccccc1-c1nnc(-c2ccc(F)cc2)o1 | -3
21 | COc1ccc(-c2ccc(C(C)=O)s2)cc1 | 8
22 | Cc1sc2ncn(/N=C/c3ccc(OC(F)F)cc3)c(=O)c2c1-c1ccccc1 | -8
23 | Cc1cc(C)c(NC(=O)C2CCN(c3nnc(C)c4c(C)n(-c5ccccc5)nc34)CC2)c(C)c1 | 2
24 | CCOC(=O)c1ccc(NC(=O)CCc2nc3cccnc3n2Cc2cccs2)cc1 | -3
25 | CCC(NC(=O)Nc1ccccc1)C(=O)O (stereo not given) | 1
26 | COc1ccc(CNC(=O)COc2ccc(S(=O)(=O)NC3CCCC3)cc2)cc1 | 0
27 | Cn1c(CS/C(N)=N\N=C\c2ccccc2)c(Br)c(=O)n1-c1ccccc1 | -5
28 | Cc1ccc(S(=O)(=O)c2cnc(SCC(=O)Nc3ccccc3C(F)(F)F)[nH]c2=O)cc1C | -6
29 | O=C(Cc1ccc2c(c1)OCO2)N1CCOc2ccc(CN3CCN(c4ccccc4)CC3)cc2C1 | 4
30 | CCOC(=O)c1sc(C)c2c(=O)n(Cc3ccccc3)c(C)nc12 | -1
31 | CCc1ccccc1NC(=O)c1sc2nc3c(c(-c4ccc(C)o4)c2c1N)CCCC3 | 5
32 | Cc1cccc(NC(=O)CCn2cnc3ccccc3c2=O)c1 | 5
33 | C=CCn1c(CNc2ccc(Cl)cc2)nnc1SCC(=O)Nc1ccccc1OC | -8
34 | O=C(CC(c1ccccc1)c1ccccc1)Nc1nc2c(s1)CCCC2 | -9
35 | COc1cc(OC)cc(C(=O)Nc2ccc(F)cc2)c1 | -11
36 | O=C(Cn1ncn2nc(-c3cccs3)cc2c1=O)NCc1ccc(Cl)cc1 | -5
37 | Cc1ccc2c(=O)cc(-c3ccc(C(C)(C)C)cc3)oc2c1 | -2
38 | Cc1cc(C(=O)NCc2cccnc2N(C)Cc2ccccc2)nc(N)n1 | -16
39 | Cc1csc2nc(COC(=O)c3cccc(NC(=O)COc4ccc(Cl)cc4)c3)cc(=O)n12 | 1
40 | O=C(CSc1ncnc2nc[nH]c12)Nc1nnc(SCc2ccc(Cl)c(Cl)c2)s1 | -1
41 | CC(=O)N(c1ccc2oc3c(c2c1)CCCC3)S(=O)(=O)c1ccc(Cl)cc1 | -7
42 | O=C(Oc1ccc2c3c(c(=O)oc2c1)CCC3)C1CCCCC1 | 4
43 | CCn1c(COc2ccc(Cl)cc2)nnc1SCC(=O)Nc1ccc(C(C)=O)cc1 | 2
44 | C=CCc1ccc(OCC(O)CN2CCN(CCN3C(=O)c4cccc5cccc(c45)C3=O)CC2)c(OC)c1 (stereo not given) | -6
45 | NC(=O)c1ccccc1OCCc1ccccc1 | 4

4 entries from above, arranged by the number in ROC1-CUL1 inh, high to low:
# | compound | ROC1-CUL1 inh
17 | CCOC(=O)c1c(NC(C)=O)sc2c1CCCCC2 | 6
42 | O=C(Oc1ccc2c3c(c(=O)oc2c1)CCC3)C1CCCCC1 | 4
15 | O=C(CCN1CCCCO1)N1CCCC(CCc2ccccc2F)C1 (stereo not given) | -5
41 | CC(=O)N(c1ccc2oc3c(c2c1)CCCC3)S(=O)(=O)c1ccc(Cl)cc1 | -7

Other structures follow:
# | compound | ROC1-CUL1 inh
46 | CCCN1C(=O)c2ccccc2C1(C)O (stereo not given) | 6
47 | COc1cc(C(=O)C(C#N)c2nc3ccccc3s2)cc(OC)c1OC (stereo not given) | -7
48 | Cc1ccc(S(=O)(=O)Nc2ccccc2C=Nc2ccccc2C#N)cc1 | 7
49 | N#Cc1ccccc1NC(=O)c1cnc(N2CCOCC2)c2ccccc12 | 2
50 | COc1ccc(-c2nnc(Nc3ccc(OC)c(C(N)=O)c3)c3ccccc23)cc1 | 7
51 | COc1ccc(Cn2c(SCc3ccc(C(=O)NC(C)C)cc3)nc3cccnc32)cc1 | -2
52 | CCc1noc(C)c1C(=O)NC1CCC(C(C)(C)CC)CC1 (stereo not given) | 7
53 | c1ccc(C2=NC(c3ccccc3)N=C2c2ccccc2)cc1 | 3
54 | CC1CCC(NC(=O)C2(C)Cc3ccccc3C(=O)N2Cc2ccc(F)cc2)CC1 (stereo not given) | 5
55 | CC(C)CC(=O)Nc1ccnn1C1CCN(C(=O)C(=O)CC(C)C)CC1 | 3
56 | CN(C(=O)Cn1nnnc1CN1CCOCC1)C1CCCc2ccccc21 (stereo not given) | -8
57 | COc1ccc(O)c(C2Nc3ccccc3-n3c(-c4ccccc4)c4c(=O)n(C)c(=O)n(C)c4c32)c1 (stereo not given) | 8
58 | Cc1cccc(OCCCN2CCNCC2)c1C | 3
59 | CCN(CC)c1ccc(/C=N/NC(=O)CSc2nc3ccccc3o2)c(O)c1 | 7
60 | O=C(CC(c1ccccc1)c1ccccc1F)N1CCCO1 (stereo not given) | -7
61 | Cc1cccc(N2CCN(CCNC(=O)C3COc4ccccc4C3)CC2)c1C (stereo not given) | 5
62 | Cc1cccc(-c2noc(-c3ccccc3OCC(=O)Nc3ccc([N+](=O)[O-])cc3)n2)c1 | -3
63 | Cc1cccc(CN2CCc3[nH]nc(-c4ccccc4)c3C2)n1 | -12
64 | Cc1cc(C(=O)NCc2ccco2)c2cc(F)ccc2n1 | 7
65 | CCN(CCO)c1ccc(-c2nc(Cc3ccc(F)cc3)no2)cn1 | -22
66 | Cc1ccc(C)c(C(=O)COC(=O)c2ccc(Cl)cc2)c1 | 1
67 | Clc1ccccc1-c1cc2c(ccc3ccccc32)o1 | 1
68 | COc1ccc(-n2c(-c3ccc(C)cc3)cc3c2CC(C)(C)CC3=O)cc1Cl | -1
69 | Cc1cccc(CNCC2(O)CCCN(CC3CC3)C2=O)n1 (stereo not given) | -8
70 | CCOC(=O)c1c(-c2ccc(C)cc2)csc1NC(=O)c1nc(SCC)ncc1Cl | -1
71 | O=C(CNS(=O)(=O)c1ccc(F)cc1)N1CCCCCC1 | -6
72 | O=C(Nc1cc(F)cc(F)c1)c1sc(Cl)nc1-c1ccccc1 | 3
73 | CCN(CC)C1CCN(C(=O)c2cc(OC)ccc2OC2CCN(C(=O)C3CC3)CC2)C1 (stereo not given) | 3
74 | COC(=O)c1ccc(C2NC(=S)NC(C)=C2C(=O)Nc2ccccc2)cc1 (stereo not given) | 2
75 | CCCSCC(Cc1ccc(Cl)cc1Cl)n1ccnc1 (stereo not given) | 3

Reformatted: results already given.
69) Cc1cccc(CNCC2(O)CCCN(CC3CC3)C2=O)n1 (stereo not given)
  ROC1-CUL1 inh: -8
70) CCOC(=O)c1c(-c2ccc(C)cc2)csc1NC(=O)c1nc(SCC)ncc1Cl
  ROC1-CUL1 inh: -1
71) O=C(CNS(=O)(=O)c1ccc(F)cc1)N1CCCCCC1
  ROC1-CUL1 inh: -6
72) O=C(Nc1cc(F)cc(F)c1)c1sc(Cl)nc1-c1ccccc1
  ROC1-CUL1 inh: 3

New compounds follow:
# | compound | ROC1-CUL1 inh
76 | CCOc1c(Cl)cc(CNc2ccc3[nH]c(=O)[nH]c3c2)cc1OC | -7
77 | O=C(NCC1CCCN(C2CSCCSC2)C1)C1(c2ccc(Cl)cc2)CC1 (stereo not given) | 6
78 | CCCCOc1cccc(C(=O)Nc2cc([N+](=O)[O-])ccc2F)c1 | 4
79 | CC1=Nc2ccccc2SC2c3cc(Br)ccc3OC(=O)C12 (stereo not given) | 10
80 | Cc1c(C(=O)Nc2ccc(F)cc2F)oc2ccc3c(c12)C(=O)CC(C)(C)O3 | -17
81 | Cc1nc(C(=O)N2CCC(CCC(=O)NCc3cccnc3)CC2)cs1 | 9
82 | COCCn1c(CN2CCCCC2C)cnc1S(=O)(=O)CC1CCCCC1 (stereo not given) | -1
83 | O=C(NC1CC1)c1ccc(CN2CCCCC2)cc1 | 5
84 | CCN(CC)c1ccc(/C=C2\SC(=S)N(N)C2=O)cc1 | 55*
85 | CC1CCc2c(sc3ncnc(N4CCN(C)CC4)c23)C1 (stereo not given) | -3
86 | CS/C(N=C1SC(=Nc2ccccc2)C(=Nc2ccccc2)N1c1ccccc1)=N\N=C\c1ccccc1 | 7
87 | CCC(C)c1ccc(Oc2ccc3nnc(-c4ccc(Br)cc4)n3n2)cc1 (stereo not given) | 10
88 | O=C(Cn1cc(SCc2ccccc2F)c2ccccc21)N1CCCCC1 | 1
89 | Nc1c(C(=O)NCCc2ccccc2)sc2nc(-c3ccc(F)cc3)ccc12 | -11
90 | CCc1nn(CC(=O)N2CCN(c3cccc(C(F)(F)F)c3)CC2)c(=O)c2cccn12 | 4
91 | CCn1cc(/C=C/C(=O)Nc2c(C)nn(CC)c2C)cn1 | 8
92 | CN(CCCC(=O)O)S(=O)(=O)c1ccc2c(c1)C(=O)c1cc(S(=O)(=O)N(C)CCCC(=O)O)ccc1-2 | -4
93 | Cc1ccc(C)c(-c2nc(Cn3c(=O)cc(-c4ccccc4)c4c(C)nn(C)c43)c(C)o2)c1 | -6
94 | COc1cc(C=Nc2ccccc2)ccc1Oc1ccc([N+](=O)[O-])cc1[N+](=O)[O-] | 8
95 | Cc1ccc2c(c1)NC(c1cccnc1)=NC(c1ccc(F)cc1)=N2 | 1
96 | O=C1Oc2c(c(=O)n(-c3ccccc3)c3ccccc23)C(=O)C1Sc1nnnn1-c1ccccc1 (stereo not given) | 0
97 | O=C(O)c1cnc(-c2ccccc2)nc1Cl | -6
98 | O/N=C1\CCCc2nn(-c3ccc(Cl)cc3Cl)nc21 | 8
99 | Cc1ccc(C(=O)CSc2nnnn2C)cc1 | 7
100 | Cc1cccc(OCc2nc(CC(=O)Nc3ccc(C)cc3C)cs2)c1 | 0
101 | O=C(NCC1CCCO1)c1ccc(OC2CCN(C(=O)C3CC3)CC2)cc1 (stereo not given) | -5
102 | Nc1[nH]c(=S)nc2nc(-c3ccccc3)c(-c3ccccc3)nc12 | 3
103 | CCOC(=O)c1c(-c2ccc(OC)cc2)csc1NC(=O)C(C)(C)Oc1ccc(Cl)cc1 | -13
104 | CCSc1nnc2c(n1)OC(c1cc(Cl)cc(OC)c1OC)N(C(=O)CC)c1ccccc1-2 (stereo not given) | 1
105 | CCCC1C2CN(C(C)C)CC=C2C(C#N)C(=N)C1(C#N)C#N (stereo not given) | 5
106 | Cc1ncc2c(c1-c1noc(-c3ccc(-c4ncc[nH]4)s3)n1)CCNC2 | -5
107 | Cc1ccc(/C=C/c2nnc(-c3ccc(Cl)cc3)o2)cc1 | 11
108 | CCCCN=C1C(=O)c2ccccc2C(=O)C1Cl (stereo not given) | -6
109 | CCN(CC)CCNC(=O)Cn1ncc2c([nH]c3ccccc32)c1=O | 6
110 | CCOC(=O)c1c(N)sc(C)c1CC | 3
111 | CC(=O)SCCC(=O)N1CCn2c3c(c4cc(C)ccc42)CCCC31 (stereo not given) | 2
112 | Cc1ccccc1CNC(=O)c1ccc(-n2c(C)cc3c2CCCC3)cc1 | -8
113 | COc1cc(/C=N/Nc2ccccc2C)c([N+](=O)[O-])cc1OC | -5
114 | CCOC(=O)C(=C(SC)SC)c1nn2c(=O)cc(C)nc2s1 | 6
115 | COc1ccc(-c2cn3c(n2)sc2cc(C(=O)N4CCCCC4)ccc23)cc1 | -3
116 | CC(=O)c1cccc(NC(=O)C2=CC(c3ccco3)=NS(=O)(=O)N2C)c1 | 6
117 | CCc1nc2n(c(=O)c1C#N)C(=N)C(C#N)S2 (stereo not given) | -1
118 | COC(=O)c1ccc(N=C2NC(=O)/C(=C\c3cc(OC)c(OC)c(OC)c3)S2)cc1 | 7
119 | O=C(O)c1cccc(N2C(=O)C3C(C2=O)C2(c4ccc(Cl)cc4)C(=O)C3(c3ccc(Cl)cc3)C(c3ccccc3)=C2c2ccccc2)c1 (stereo not given) | 20
120 | O=C(CSc1nc2c([nH]c3ccccc32)c(=O)n1-c1ccc(F)cc1)NCc1ccc(F)cc1 | -9
121 | Cc1ccc(C2CC(=O)Nc3cc4c(cc32)OCO4)cc1 (stereo not given) | 5
122 | CCOC(=O)C(NCc1ccco1)(NC(=O)c1ccc(OC)cc1)C(F)(F)F (stereo not given) | -2
123 | COc1cccc(CC2(CCC(=O)N3CCN(c4ncc5ccccc5n4)CC3)CCC(=O)N2)c1 (stereo not given) | -1

Some of the compounds tested, so the mix of outcomes need not match the whole.
